# Source: PubChem
# Rin1 Abl inh = inhibitors of human Rin1-Abl protein interaction; TR-FRET Rin1/Abl binding, biochemical; inhibition, % at 7.35 µM; 360,000 compounds, 0.4% hits; in the data active = inhibition above about 5%, passing the limit was not always enough
# MsrA inhibitor = inhibits bovine methionine sulfoxide reductase A; purified bovine MsrA, absorbance read-out; inhibition, % at 15.5 µM; 360,000 compounds, 0.75% hits; in the data active = inhibition above about 4.5%;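 also: 0% = vehicle wells with enzyme and 100% = reference inhibitor wells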
# MT1-MMP act inh = inhibitors of human MT1-MMP activation | HT1080 RFP-PRO-GFP cells, GFP/RFP ratio fluorescence, overnight; percent of plate control window, DMSO zero | P50281 | 360,000 compounds, 0.061% hits | AID 651647 | GFP/RFP ratio change, % at 20 µM;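 active = GFP/RFP ratio change of at least 30% with cell ATP level not reduced by more than half and red fluorescence within 50% of control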; also: strong numbers were not always called active
#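 Test system: HT1080 RFP-PRO-GFP cells; Benchmarks: DMSO and RFP-L50D-GFP cell wells; Timing: cells overnight before dosing, compound overnight, 37 °C, 5% CO2; Compound: one 20 µM compound dose with 1% DMSO; Read-out: GFP/RFP fluorescence ratio.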
# E coli Lon inh = E. coli protease La inhibition; P0A9M0; purified E. coli Lon protease, fluorescence polarization; inhibition, % at 7.94 µM; 360,000 compounds, 0.42% hits; in the data active = inhibition above about 13%, passing the limit was not always enough;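 also: 0% = enzyme with probe and DMSO and 100% = no enzyme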
# Target sequence (P0A9M0 whole entry, looked up): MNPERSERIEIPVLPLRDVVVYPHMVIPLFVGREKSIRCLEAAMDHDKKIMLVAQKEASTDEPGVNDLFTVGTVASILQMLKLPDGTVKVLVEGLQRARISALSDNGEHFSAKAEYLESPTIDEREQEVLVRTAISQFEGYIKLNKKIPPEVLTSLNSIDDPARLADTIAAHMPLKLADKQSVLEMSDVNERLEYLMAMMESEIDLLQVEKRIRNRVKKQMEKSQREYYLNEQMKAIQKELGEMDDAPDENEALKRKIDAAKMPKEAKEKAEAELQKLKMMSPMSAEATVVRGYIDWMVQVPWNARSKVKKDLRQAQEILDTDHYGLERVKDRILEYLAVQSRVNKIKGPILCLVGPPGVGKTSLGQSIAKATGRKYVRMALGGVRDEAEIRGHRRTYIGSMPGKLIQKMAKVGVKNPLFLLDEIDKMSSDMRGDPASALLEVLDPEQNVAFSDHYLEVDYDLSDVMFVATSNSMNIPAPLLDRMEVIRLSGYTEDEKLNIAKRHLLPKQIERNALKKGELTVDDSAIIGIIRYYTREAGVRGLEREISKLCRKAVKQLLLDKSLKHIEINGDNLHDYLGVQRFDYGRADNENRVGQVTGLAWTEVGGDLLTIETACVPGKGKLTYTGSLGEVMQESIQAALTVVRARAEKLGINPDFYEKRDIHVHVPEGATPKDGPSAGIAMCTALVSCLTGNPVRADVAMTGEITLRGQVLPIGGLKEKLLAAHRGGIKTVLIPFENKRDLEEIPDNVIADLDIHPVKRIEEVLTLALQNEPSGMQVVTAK
# bovine MsrA act = activates bovine MsrA enzyme; purified bovine MsrA, absorbance read-out; activation, % at 10.6 µM; 360,000 compounds, 0.3% hits; in the data active = activation above about 7.5%;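 also: 0% = vehicle and 100% = reference activator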
# FAS TE block = FAS thioesterase (human) inhibition | AID 602261 | inhibition, % at 15 µM | 360,000 compounds, 0.67% hits | recombinant FAS-TE, OMFH fluorogenic substrate, fluorescence endpoint | P49327;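 active = compounds whose normalised, plate-corrected inhibition of enzyme fluorescence in the single-dose primary screen is 50% or more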;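 also: 0% = DMSO with enzyme and 100% = substrate without enzyme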
# CendR NRP1 mod = alters CendR peptide binding to human NRP-1; O14786; FAM-RPARPAR peptide binding to NRP-1, fluorescence polarization; inhibition, % at 25 µM; 360,000 compounds, 0.85% hits;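 active = inhibition or corrected inhibition above about 18%, plus a signal ratio from 0.5 to 1.5, limit read from the data, passing the limit was not always enough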; also: strong numbers were not always called active
# Neddylation inh = cullin neddylation inhibition; P61081+Q13564; TR-FRET cullin neddylation, biochemical; calls only at 25 µM; 360,000 compounds, 0.58% hits; AID 651699; in the data active = inhibition above about 36%
# SKN-1 inh = blocks SKN-1 activity in C. elegans; C. elegans VP596 Pgst-4::GFP/RFP ratio, acrylamide-induced, 24 h; inhibition, % at 21.8 µM; 360,000 compounds, 0.49% hits; AID 624304;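 active = interference check ratio from 0.5 to 1.5 plus GFP to RFP signal ratio inhibition reaching or exceeding a fixed threshold, cut at about 30% in these data, passing the limit was not always enough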; also: some compounds called inactive have numbers as strong as hits
# * marks the source's active call; other numbers are inactive results; i = inactive; . = no result given. Compounds were not picked by outcome; about 4.2% have a hit in one of these screens.
SMILES,Rin1 Abl inh,MsrA inhibitor,MT1-MMP act inh,E coli Lon inh,bovine MsrA act,FAS TE block,CendR NRP1 mod,Neddylation inh,SKN-1 inh
Cc1ccc(C(=O)N2CCN(C)CC2)cc1S(=O)(=O)N1CCOCC1,-0.8,3.2,1.5,10.1,-8.1,-8.3,-1.7,i,-1.9
CCCCc1c(O)nc(SCC(=O)Nc2ccc(C)cc2)n(-c2ccc(OC)cc2)c1=O,-1.1,1.4,0.7,-2.0,-1.0,-1.9,7.0,i,7.3
COc1ccc(NC(=O)c2nc[nH]c2C(=O)N(C)Cc2ccccc2)cc1,0.2,1.0,5.5,-3.7,-0.9,-2.3,-9.3,i,11.3
O=C(NCSc1ccccc1)c1ccccc1,2.1,0.8,3.7,6.2,-2.6,-6.1,3.5,i,9.6
Cc1cc(NC(=O)Nc2ccccc2)n(C(C)(C)C)n1,1.5,0.8,3.5,-10.0,-3.4,-6.6,8.2,i,-0.5
COc1ccccc1NC(=O)NCC(c1ccco1)N1CCCCC1 (centres undefined),4.2,-0.6,7.5,-5.6,-2.3,-3.5,-2.1,i,-2.5
NC(=O)CSc1nnc(CSc2ncccn2)n1-c1ccccc1,-3.7,1.1,1.7,-0.2,-2.1,-1.9,6.2,i,-1.1
CN1CCN(c2nc3c(c(=O)[nH]c(=O)n3C)n2CC(N)=O)CC1,-0.3,0.3,10.4,-4.3,-0.2,-7.7,-12.4,i,3.4
CCC(=O)N/C(N)=N/c1nc2ccccc2o1,0.0,1.3,-3.3,-11.0,-1.3,-1.3,-8.1,i,13.5
O=C(NC(Cc1ccccc1)C(=O)O)/C(=C/c1ccc([N+](=O)[O-])cc1)NC(=O)c1ccco1 (centres undefined),2.8,1.7,-2.4,-14.0,-3.3,7.3,-0.8,i,3.8
O=c1[nH]c2ccc(NS(=O)(=O)c3ccc(Cl)cc3)cc2[nH]1,-0.2,-0.1,2.7,-9.7,-3.0,-7.9,-3.1,i,4.3
COC(=O)c1sccc1NC(=O)CNC(=O)c1ccccc1,-8.1,1.1,-1.0,3.8,-1.4,-4.3,-2.1,i,2.0
O=C(NC1CCCC1)C1CCN(C(=O)c2ccccc2Cl)CC1,1.2,1.0,-3.6,4.8,-2.5,-6.3,10.3,i,14.4
Cc1ccccc1-c1cc(C(=O)NCc2cccc(Br)c2)n(CC2CC(c3cccnc3)=NO2)n1 (centres undefined),-0.1,-0.2,-1.2,-3.5,-1.9,22.2,24.0*,i,-10.4
COc1ccc(Cc2nc3ccc(C(=O)N4CCCCC4CCO)cc3o2)cc1 (centres undefined),-0.6,-0.3,4.9,9.1,-7.7,-7.6,-1.3,i,-4.0

# Entries of single compounds from above. Order of screens: Rin1 Abl inh, MsrA inhibitor, MT1-MMP act inh, E coli Lon inh, bovine MsrA act, FAS TE block, CendR NRP1 mod, Neddylation inh, SKN-1 inh
# Record of `O=C(NCSc1ccccc1)c1ccccc1` : 2.1, 0.8, 3.7, 6.2, -2.6, -6.1, 3.5, i, 9.6
# Record of `COc1ccccc1NC(=O)NCC(c1ccco1)N1CCCCC1` (centres undefined) : 4.2, -0.6, 7.5, -5.6, -2.3, -3.5, -2.1, i, -2.5
# Record of `O=C(NC1CCCC1)C1CCN(C(=O)c2ccccc2Cl)CC1` : 1.2, 1.0, -3.6, 4.8, -2.5, -6.3, 10.3, i, 14.4

# New compounds follow:
SMILES,Rin1 Abl inh,MsrA inhibitor,MT1-MMP act inh,E coli Lon inh,bovine MsrA act,FAS TE block,CendR NRP1 mod,Neddylation inh,SKN-1 inh
CCOC(=O)c1cc(NC(=O)/C=C\C(=O)O)ccc1Cl,-2.0,-1.0,-1.6,4.9,-4.8,-4.0,0.5,i,6.0
Nc1ncc(Br)cc1S(=O)(=O)Nc1ccccc1F,0.5,0.5,-2.8,-7.6,-1.1,-5.5,-1.1,i,-4.1
CCN(C(=O)CSc1nnc(COc2ccccc2F)n1N)C1CCS(=O)(=O)C1 (centres undefined),0.0,-1.1,0.5,-10.2,-0.4,-3.6,-21.0,i,-14.2
O=C1CC(Cc2ccc(Cl)cc2)C(=O)N1c1ccccn1 (centres undefined),-0.3,-0.7,2.1,-4.5,-8.6,-6.0,-13.4,i,-11.0
CN(C)C(=O)COc1ccc(C(=O)/C=C/c2cccnc2)cc1,0.3,3.9,-1.3,4.0,-1.6,-1.7,0.0,i,-3.8
CCOC(=O)c1cccc(NC(=O)c2ccco2)c1,-1.7,0.3,0.4,-8.1,-1.4,-0.1,-2.2,i,12.6
C/C(=N\Nc1ccc(Cl)c(C(=O)O)c1)c1cccs1,-1.5,2.1,-2.9,6.5,-0.2,-4.7,-20.4,i,0.5
CC(C)c1ccc(-c2nc(N3CCCCCC3)nc3n[nH]c(N)c23)cc1,0.6,-1.3,-0.7,7.8,-1.4,6.7,-114.1,i,34.4
Cc1nc(NCC2CCCO2)[nH]c(=O)c1CCC(C)C (centres undefined),-3.5,0.1,1.0,6.8,-0.9,-2.7,9.5,i,8.4
O=S(=O)(c1ccccc1)c1nc(-c2ccccc2Cl)oc1NCCN1CCOCC1,-0.4,1.4,-1.1,1.9,-6.0,4.6,2.8,i,2.7
N#CCSc1nc2ccccc2c(=O)n1CC1CCCC1,1.2,-1.0,-4.0,4.8,-10.4,16.1,-2.8,i,1.7
CC(C)c1ccc(NC2CCCN(C(=O)c3ccsc3)C2)cc1 (centres undefined),-2.8,0.1,-1.6,-2.3,-2.2,1.5,-9.7,i,13.3
COC(=O)c1ccc(COc2ccc(/C=C(\C#N)c3nc4ccccc4[nH]3)cc2OC)o1,-3.9,1.4,-14.4,-13.1,-2.5,14.4,-45.6,i,6.3
COc1cc2nc(Cl)nc(N3CCOCC3)c2cc1OC,-1.2,2.2,-0.3,7.4,-5.0,-4.0,14.4,i,-1.6
Cc1cc(NC(=O)c2ccccc2)n(C)n1,-0.8,1.7,-3.4,-0.2,-1.3,-7.6,13.5,i,-0.3
Cc1c(Cl)cccc1NC(=O)CCN1CCCCCC1,-0.4,0.3,2.7,-4.6,-2.0,-1.7,-2.6,i,-25.1
CCCN(Cc1cc2cc(OC)ccc2[nH]c1=O)C(=O)c1ccncc1,-0.8,1.5,3.4,5.5,3.4,-9.4,18.1,i,-12.3
Cc1cc(=O)[nH]c(Nc2ccccc2C)n1,1.7,1.3,-0.4,2.2,0.1,-6.3,0.0,i,14.4
CCN(CC)CCOCCn1c(C)ccc1C,-0.9,0.0,-0.3,6.9,0.4,-5.6,14.0,i,-2.1
COc1ccccc1NC(=O)C(NC(=O)OC(C)(C)C)C(C)OCc1ccccc1 (centres undefined),1.2,.,-10.9,-5.2,-1.8,13.9,-1.7,i,0.2
CN(C(=O)c1cccc(N2C(=O)C3C4C=CC(C4)C3C2=O)c1)C1CCCCC1 (centres undefined),3.6,-0.3,-3.4,-2.6,-1.7,-6.5,14.8,i,13.9
CCOc1cc(NS(=O)(=O)CC)c(OCC)cc1NC(=O)c1ccco1,-3.2,0.8,8.0,13.4,-8.1,-4.9,-7.0,i,4.9
Nc1c(C(=O)Nc2ccc3c(c2)OCCO3)nnn1Cc1ccc(Br)cc1,-3.9,1.1,9.5,3.3,-0.7,-2.8,-13.2,i,29.5
CC(=O)N(c1ccc(C)cc1)C1C=CS(=O)(=O)C1 (centres undefined),-0.4,-1.7,-3.7,-1.5,-3.6,-5.2,8.7,i,-9.7
Cc1nn(C)cc1C(=O)Nc1c(C)nn(Cc2ccccc2Cl)c1C,-1.2,0.7,4.4,-11.5,-5.0,-13.0,-4.1,i,11.3
CNC(=O)CN(CCc1ccccc1)S(=O)(=O)c1ccc(OC)cc1,1.0,-0.8,-2.9,-2.6,3.3,-4.1,15.1,i,-1.9
Cn1c(=O)n(CC(=O)NCC2CCCO2)c(=O)c2c3c(sc21)COC(C)(C)C3 (centres undefined),-0.2,-0.1,4.5,4.1,-0.1,-8.3,-1.3,i,-0.4
COc1ccc(S(=O)(=O)N(C)c2ccc(C(=O)N3CCCCC3)cc2)cc1OC,2.6,0.7,0.9,-8.3,-3.3,-1.7,-15.7,i,-0.5
CC1CCN(C(=O)COC(=O)Cc2c[nH]c3ccccc23)CC1,-2.7,-0.3,-2.6,11.8,-3.6,-0.5,4.7,i,4.4
Cc1cc(CNC(=O)C2CCC(=O)N(CCc3cccc(F)c3)C2)nn1C (centres undefined),-1.4,3.0,1.0,2.9,-1.0,-1.7,2.4,i,0.7
COc1ccc(-c2cc(C(F)(F)F)nc(N3CCN(C)CC3)n2)cc1,3.7,-0.7,-14.9,-3.5,-0.8,6.9,-5.2,i,-2.7
c1ccc(COCCN2CCN(CCOCc3ccccc3)CC2)cc1,-0.4,.,8.1,-6.2,-5.6,-9.3,-1.2,i,-15.7
Cc1c(C)c2ccc(OCC(=O)N(C)C3CCS(=O)(=O)C3)c(C)c2oc1=O (centres undefined),-4.9,2.9,2.9,-0.5,3.1,-5.1,-3.2,.,13.0
CC(=O)N1CCc2cc(S(=O)(=O)NC(C(=O)NC(C)c3ccccc3)C(C)C)ccc21 (centres undefined),0.1,-0.2,-1.2,-3.2,-2.6,-0.3,10.4,i,-1.4
CC(=O)N1[C@H](C)C=C[C@]1(Cc1ccccc1)C(=O)NCc1cc(F)cc(C(F)(F)F)c1,3.8,-1.6,1.6,-5.7,0.5,0.8,0.9,i,8.6
CCOC(=O)c1ccc(NC(=O)CN2C(=O)CCC2=O)cc1,-0.1,-0.1,3.1,-4.8,-0.1,-7.9,-4.8,i,-8.5
CCCCCCCC(=O)N/N=C/c1ccncc1,-0.8,0.2,5.6,-10.8,-3.0,3.1,-8.2,i,1.9
O=C1c2ccc(Cl)cc2S(=O)(=O)c2cccc(C(=O)N3CCN(c4ncc(Br)cn4)CC3)c21,0.1,0.3,1.2,-2.2,-2.1,68.4*,0.4,i,2.6
CC(C)(C)OC(=O)C[C@@H]1C/C=C\C[C@@H](CC(=O)N[C@@H](CO)Cc2ccccc2)C(=O)N2CCC[C@@H]2COC1=O,-1.5,-0.3,0.2,1.2,-2.8,-8.0,12.0,i,23.8
O=C(O)c1cc(S(=O)(=O)N(Cc2ccccc2)c2ccccc2Cl)ccc1Cl,0.0,0.2,-1.8,3.3,-5.5,-4.4,7.2,i,-2.4
CC(=NNC(N)=O)C1CC2CCC1CC2 (centres undefined),0.1,-0.9,-2.3,0.3,-3.4,-9.5,-4.6,i,-3.3
CC1CCCCN1S(=O)(=O)c1ccc2c(c1)C(C)(C)C(=O)N2C (centres undefined),2.6,0.5,2.7,6.6,-5.7,-10.0,-3.7,i,11.1
O=C(c1ccccc1)n1c(=O)cc[nH]c1=O,2.8,-0.4,-1.1,4.6,-6.2,-9.8,7.0,i,-0.8
O=C(NC1CC1)C1=C[C@@H](c2csc3ccccc23)C[C@@H](OCc2ccc(CO)cc2)O1,6.8,-0.6,3.4,-1.5,-5.8,2.5,0.9,i,-5.8
COc1cccc(-c2ccc3c(c2)S(=O)(=O)c2cccc(C(=O)O)c2C3=O)c1OC,2.1,2.3,1.0,-6.2,-8.8,-15.2,24.3,i,-3.0
O=C(Nc1ccc2[nH]c(=O)[nH]c2c1)C(F)(F)F,-1.6,0.0,0.3,-0.1,-9.0,-3.7,6.7,i,-12.0
O=C(CCS(=O)(=O)c1ccc(Cl)cc1)Nc1nccs1,-1.0,-1.1,-3.4,-10.7,-7.5,-3.1,-0.3,i,-0.8
O=C(Nc1sc2c(c1C(=O)O)CCCC2)c1ccc(Cl)cc1,0.4,2.0,-3.8,-7.8,-1.5,6.3,-26.2,i,6.4
O=C(NCCCN1CCOCC1)c1cc2c(s1)CSC2,-3.0,0.8,-1.5,-8.4,-0.9,-10.7,-13.7,i,-1.0
